Source: PubChem BioAssay
procasp3 activ – activates human procaspase-3; P42574; recombinant procaspase-3 D3A, Ac-DEVD-pNA absorbance 405 nm; activation, % at 8.5 µM; 330,000 compounds, 0.11% hits; AID 463141;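 active means activation above the mean of all tested compounds plus 3 SD, cut at about 21% in these data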;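 further: 0% = DMSO alone and 100% = DMSO wells spiked with extra 5 µM PC-3 D3A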
Target sequence (P42574 whole entry D9A/D28A/D175A): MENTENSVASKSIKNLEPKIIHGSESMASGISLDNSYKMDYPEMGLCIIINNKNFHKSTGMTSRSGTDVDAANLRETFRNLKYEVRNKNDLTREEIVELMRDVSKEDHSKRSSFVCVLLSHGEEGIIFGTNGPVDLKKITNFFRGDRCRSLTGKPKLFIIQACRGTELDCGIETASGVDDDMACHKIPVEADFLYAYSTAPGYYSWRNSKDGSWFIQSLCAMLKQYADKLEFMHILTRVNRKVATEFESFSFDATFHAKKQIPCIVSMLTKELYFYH
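Compound: 8.5 µM single point, 0.8% DMSO / Material: Autoprocessing-dead procaspase-3 D3A mutant enzyme / Timing: 1 h preincubation plus 2 h reaction at 25 °C / Medium: Zinc-free HEPES/NaCl buffer with 0.01% Triton X-100 at pH 7.4 / Technique: 405 nm absorbance of p-nitroaniline, reads at 0 and 120 min / Repeats: one well per compound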
LAP4 TOR yeast – alters LAP4-GFP fluorescence in TOR pathway yeast screen; GFP response vs DMSO, % at 10 µM; S. cerevisiae LAP4-GFP multiplex, flow cytometry GFP, 3 h; median GFP as percent of DMSO wells; 320,000 compounds, 0.34% hits;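 active means GFP response vs DMSO above a set limit, about the screen mean plus 3 SD, cut at about 150% in these data; inconclusive means under 70 cell events counted for the yeast strain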
proCasp7 act – activates human procaspase-7, counter-screen for procaspase-3 activators; P55210; activation, % at 8.5 µM; AID 463210; recombinant procaspase-7, Ac-DEVD-pNA absorbance 405 nm; D23A/D198A/D206A triple mutant, cannot self-cleave; scale: DMSO 0, 5 µM enzyme 100; 330,000 compounds, 0.093% hits;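 active means percent activation above the screen-wide mean plus 3 SD, cut at about 25% in these data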
Target sequence (P55210 whole entry D23A/D198A/D206A): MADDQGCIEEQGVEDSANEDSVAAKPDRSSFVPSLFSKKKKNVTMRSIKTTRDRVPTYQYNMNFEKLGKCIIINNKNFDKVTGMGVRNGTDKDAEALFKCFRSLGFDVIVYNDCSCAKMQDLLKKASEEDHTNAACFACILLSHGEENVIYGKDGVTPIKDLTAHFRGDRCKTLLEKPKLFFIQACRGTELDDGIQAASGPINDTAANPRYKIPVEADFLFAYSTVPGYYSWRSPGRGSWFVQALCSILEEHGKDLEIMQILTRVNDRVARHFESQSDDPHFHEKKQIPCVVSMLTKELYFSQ
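Material: Procaspase-7 triple mutant (PC-7 D3A) | Quantity: 2 µM procaspase-7 mutant as dispensed | Reagent: DEVD-pNA substrate | Times: 1 h preincubation, 2 h reaction | Technique: 405 nm absorbance of p-nitroaniline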
MEP2 TOR yeast – modulators of TOR pathway MEP2-GFP in S. cerevisiae | S. cerevisiae MEP2-GFP strain, flow cytometry GFP, 3 h; 100% = DMSO control level | GFP response vs DMSO, % at 10 µM | 330,000 compounds, 0.51% hits;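 active means GFP response versus DMSO above a set limit, roughly screen mean plus 3 SD, cut at about 180% in these data; inconclusive means fewer than 70 cells counted for a yeast strain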;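 further: median GFP fluorescence of the barcode-gated MEP2-GFP cells per well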
CIT2 TOR yeast – alters CIT2-GFP fluorescence in TOR pathway yeast screen; S. cerevisiae CIT2-GFP strain, flow cytometry, 3 h; 100 means same as DMSO wells; GFP response vs DMSO, % at 10 µM; 320,000 compounds, 0.065% hits; AID 2029;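 active means GFP response relative to DMSO above a set limit, near the screen mean plus 3 SD, cut at about 150% in these data; inconclusive means Fewer than 70 cells measured for a yeast strain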;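 further: ratio of well median GFP fluorescence to mean of DMSO wells on the plate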
AGP1-GFP MLPCN – yeast TOR pathway AGP1-GFP modulation | GFP response vs DMSO, % at 10 µM | 320,000 compounds, 0.02% hits | AID 2066 | S. cerevisiae AGP1-GFP multiplex flow cytometry, 3 h; GFP as percent of DMSO wells;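 active means GFP response relative to DMSO above a set limit, near screen average plus 3 SD, cut at about 150% in these data; inconclusive means fewer than 70 cells counted for the yeast strain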;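 further: median GFP channel fluorescence of the gated AGP1 strain per well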
RPL19A-GFP yeast – modulators of TOR pathway RPL19A-GFP in S. cerevisiae. AID 2025. 330,000 compounds, 0.3% hits. S. cerevisiae RPL19A-GFP strain, flow cytometry, 3 h; hits give low values. percent response vs DMSO, % at 10 µM;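 active means percent response vs DMSO below 50%; inconclusive means fewer than 70 events counted for the yeast strain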;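 further: median channel GFP fluorescence of the barcoded RPL19A-GFP strain; ratio of sample median GFP to plate DMSO average so 100% = DMSO; lower means less RPL19A-GFP as with rapamycin TOR inhibition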
AHR act – activators of human aryl hydrocarbon receptor; P35869; AHR-responsive luciferase reporter cells, luminescence; activation, % at 5 µM; 320,000 compounds, 2.5% hits; in the data active means activation above about 47%;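 further: 0% = vehicle wells and 100% = reference agonist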
Active calls of the source: *; [ ] = remark or other dose.

`Cc1csc(SCC(=O)NC(C)C2CC3CCC2C3)n1` (configuration not stated) gave procasp3 activ -2.1, LAP4 TOR yeast 99.6, proCasp7 act 3.1, MEP2 TOR yeast 102.0, CIT2 TOR yeast 99.3, AGP1-GFP MLPCN 97.8, RPL19A-GFP yeast 91.8 and AHR act 1.0.
For CSc1ccc(/C=N/n2c(C)nnc2C)cc1 the results were procasp3 activ 4.7, LAP4 TOR yeast 101.0, proCasp7 act 2.1, MEP2 TOR yeast 109.4, CIT2 TOR yeast 100.7, AGP1-GFP MLPCN 99.2, RPL19A-GFP yeast 96.3 and AHR act 0.7.
For NC(N)=NC(N)=Nc1ccc(O)cc1 the results were procasp3 activ -3.0, LAP4 TOR yeast 86.2, proCasp7 act -1.0, MEP2 TOR yeast 94.0, CIT2 TOR yeast 93.4, AGP1-GFP MLPCN 90.4, RPL19A-GFP yeast 100.9 and AHR act 1.2.
`O=C1OC(/C(=C\NCc2ccccc2)[N+](=O)[O-])c2ccccc21` (configuration not stated) gave procasp3 activ 2.7, LAP4 TOR yeast 99.5, proCasp7 act -5.5, MEP2 TOR yeast 102.0, CIT2 TOR yeast 103.9, AGP1-GFP MLPCN 96.8, RPL19A-GFP yeast 99.3 and AHR act 0.0.
`CCc1ccc(CN(C)C(=O)C2CCC(=O)N(CCc3ccc(OC)cc3)C2)nc1` (configuration not stated) gave procasp3 activ 1.8, LAP4 TOR yeast 91.6, proCasp7 act -8.2, MEP2 TOR yeast 91.2, CIT2 TOR yeast 93.7, AGP1-GFP MLPCN 98.2, RPL19A-GFP yeast 96.8 and AHR act 0.9.
CCOC(=O)C1CCCN(C(=O)COc2ccc(N(C)S(=O)(=O)c3ccc(C)cc3)cc2)C1 (configuration not stated) was read as procasp3 activ 7.7, LAP4 TOR yeast 96.0, proCasp7 act -4.2, MEP2 TOR yeast 93.8, CIT2 TOR yeast 92.9, AGP1-GFP MLPCN 94.9, RPL19A-GFP yeast 94.6 and AHR act -0.7.
COC(=O)CSc1nc2c(c(C3CC=CCC3)c1C#N)CCC2 (configuration not stated) was read as procasp3 activ -1.1, LAP4 TOR yeast 96.8, proCasp7 act -2.3, MEP2 TOR yeast 99.2, CIT2 TOR yeast 81.9, AGP1-GFP MLPCN 89.4, RPL19A-GFP yeast 95.4 and AHR act 1.6.
Screening CN(Cc1cccc(F)c1)C(=O)CNS(=O)(=O)c1ccc2ccccc2c1 returned procasp3 activ -8.4, LAP4 TOR yeast 98.2, proCasp7 act 12.8, MEP2 TOR yeast 108.3, CIT2 TOR yeast 106.0, AGP1-GFP MLPCN 106.1, RPL19A-GFP yeast 102.7 and AHR act -4.5.
O=S(=O)(c1cc(F)ccc1F)N1CCN(c2ncccn2)CC1 was read as LAP4 TOR yeast 66.5, MEP2 TOR yeast 105.2, CIT2 TOR yeast 86.4, AGP1-GFP MLPCN 82.6 and RPL19A-GFP yeast 120.0.
COc1ccccc1OCCC(=O)NNC(=O)c1ccccc1F was read as procasp3 activ 1.2, LAP4 TOR yeast 100.0, proCasp7 act 10.4, MEP2 TOR yeast 98.9, CIT2 TOR yeast 93.9, AGP1-GFP MLPCN 104.3, RPL19A-GFP yeast 102.3 and AHR act 1.1.
Screening O=C(Nc1ccccn1)c1ccc(C(=O)Nc2ccccn2)cc1 returned procasp3 activ 4.8, LAP4 TOR yeast 90.3, proCasp7 act 4.0, MEP2 TOR yeast 110.1, CIT2 TOR yeast 111.3, AGP1-GFP MLPCN 105.8, RPL19A-GFP yeast 103.9 and AHR act 2.2.
CCOC(=O)N1CCN(C(=O)Cc2ccccc2[N+](=O)[O-])CC1 was read as procasp3 activ -3.2, LAP4 TOR yeast 86.9, proCasp7 act 11.3, MEP2 TOR yeast 101.6, CIT2 TOR yeast 122.2, AGP1-GFP MLPCN 108.3, RPL19A-GFP yeast 107.8 and AHR act 32.7.
For O=C1CC(C(=O)Nc2ccc(Cl)cc2)n2ncnc2N1 (configuration not stated) the results were procasp3 activ -5.4, LAP4 TOR yeast 108.7, proCasp7 act 2.6, MEP2 TOR yeast 98.6, CIT2 TOR yeast 104.7, AGP1-GFP MLPCN 105.6, RPL19A-GFP yeast 98.7 and AHR act 0.3.
Screening Cc1ccc2c(c1)N(Cc1ccc([N+](=O)[O-])cc1)C=NS2(=O)=O returned procasp3 activ 3.1, LAP4 TOR yeast 97.8, proCasp7 act -7.0, MEP2 TOR yeast 113.3, CIT2 TOR yeast 102.7, AGP1-GFP MLPCN 99.5, RPL19A-GFP yeast 103.4 and AHR act 1.9.
Screening Cc1ccc(NC(=O)Cn2c(CCC(=O)O)ccc2-c2ccc(Cl)cc2)cc1 returned procasp3 activ 10.7, LAP4 TOR yeast 101.8, proCasp7 act -9.4, MEP2 TOR yeast 101.3, CIT2 TOR yeast 90.7, AGP1-GFP MLPCN 94.6, RPL19A-GFP yeast 98.1 and AHR act 4.4.
`O=C1CC(N2CCOCC2)C(=O)N1c1ccc(Cl)cc1` (configuration not stated) gave procasp3 activ -11.8, LAP4 TOR yeast 101.6, proCasp7 act -4.7, MEP2 TOR yeast 100.6, CIT2 TOR yeast 104.9, AGP1-GFP MLPCN 103.8, RPL19A-GFP yeast 101.0 and AHR act 0.1.
COc1ccc2oc(C(=O)OCC(=O)NC3CCCCC3)c(C)c2c1 was read as procasp3 activ 0.8, LAP4 TOR yeast 100.5, proCasp7 act 6.2, MEP2 TOR yeast 91.9, CIT2 TOR yeast 83.1, AGP1-GFP MLPCN 90.2, RPL19A-GFP yeast 88.0 and AHR act 0.8.
Cn1c(N)c(N2CCN(c3ccccc3)CC2)c(=O)[nH]c1=O was read as procasp3 activ 13.4, LAP4 TOR yeast 96.2, proCasp7 act -3.9, MEP2 TOR yeast 99.1, CIT2 TOR yeast 98.3, AGP1-GFP MLPCN 97.7, RPL19A-GFP yeast 94.5 and AHR act -0.6.
CC(=O)Nc1ccc(Nc2cc(C)nc3c(-c4ccccc4)cnn23)cc1 was read as procasp3 activ -69.2, LAP4 TOR yeast 110.7, proCasp7 act -3.9, MEP2 TOR yeast 96.8, CIT2 TOR yeast 96.6, AGP1-GFP MLPCN 99.9, RPL19A-GFP yeast 95.9 and AHR act 3.1.
For COc1ccc(N2CCN(CC(=O)c3ccc(O)c(C)c3O)CC2)cc1 the results were procasp3 activ 3.7, LAP4 TOR yeast 110.4, proCasp7 act 3.7, MEP2 TOR yeast 100.3, CIT2 TOR yeast 106.3, AGP1-GFP MLPCN 110.5, RPL19A-GFP yeast 102.2 and AHR act 1.2.
Screening Cc1ccc(N2CC(O)=C(c3ccccc3)C2=N)cc1 returned procasp3 activ 0.9, LAP4 TOR yeast 109.1, proCasp7 act 4.7, MEP2 TOR yeast 98.7, CIT2 TOR yeast 101.4, AGP1-GFP MLPCN 108.0, RPL19A-GFP yeast 105.2 and AHR act 3.0.
`Cc1ccc(C)c(OCc2cc(C(=O)NC(C)c3cnn(C)c3)no2)c1` (configuration not stated) gave procasp3 activ -5.8, LAP4 TOR yeast 81.8[may fluoresce violet], proCasp7 act -2.7, MEP2 TOR yeast 124.3[may fluoresce violet], CIT2 TOR yeast inconclusive, AGP1-GFP MLPCN inconclusive, RPL19A-GFP yeast 25.4*[may fluoresce violet] and AHR act 6.0.
Screening CSc1nnc(-c2cccc(C)c2)n1N returned procasp3 activ 13.1, LAP4 TOR yeast 96.4, proCasp7 act 6.0, MEP2 TOR yeast 100.9, CIT2 TOR yeast 97.5, AGP1-GFP MLPCN 101.1, RPL19A-GFP yeast 100.8 and AHR act -0.6.
Oc1ccc(/C=N/Nc2cccc3cccnc23)c(O)c1 was read as procasp3 activ 0.9, LAP4 TOR yeast 113.4, proCasp7 act -12.5, MEP2 TOR yeast 99.1, CIT2 TOR yeast 99.7, AGP1-GFP MLPCN 94.6, RPL19A-GFP yeast 95.2 and AHR act 16.9.
Screening O=C(NCc1ccco1)c1ccc2c(=O)n(CCC3=CCCCC3)c(=O)[nH]c2c1 returned procasp3 activ 7.2, LAP4 TOR yeast 95.2, proCasp7 act -5.8, MEP2 TOR yeast 94.6, CIT2 TOR yeast 87.5, AGP1-GFP MLPCN 92.5, RPL19A-GFP yeast 98.2 and AHR act 0.9.
CCOC(=O)c1cc2oc(C(c3nnnn3C3CCCCC3)N3CCOCC3)cc2[nH]1 (configuration not stated) was read as procasp3 activ 7.6, LAP4 TOR yeast 99.0, proCasp7 act 6.0, MEP2 TOR yeast 98.5, CIT2 TOR yeast 95.2, AGP1-GFP MLPCN 100.3, RPL19A-GFP yeast 101.9 and AHR act 1.2.
`COc1ccc(C(=O)Nc2nnc(-c3ccccc3)o2)cc1OC` gave procasp3 activ -4.9, LAP4 TOR yeast 92.0, proCasp7 act 11.4, MEP2 TOR yeast 96.5, CIT2 TOR yeast 89.2, AGP1-GFP MLPCN 94.8, RPL19A-GFP yeast 98.1 and AHR act 10.0.
O=C(Cn1nnnc1CN1CCOCC1)N1CCC(c2cccc(Cl)c2)C1 (configuration not stated) was read as procasp3 activ -2.0, LAP4 TOR yeast 77.6, proCasp7 act -1.1, MEP2 TOR yeast 97.0, CIT2 TOR yeast 103.2, AGP1-GFP MLPCN 99.4, RPL19A-GFP yeast 110.2 and AHR act -1.6.
For CSc1nc(N)nc(SCC(=O)c2ccc(C)cc2)c1C#N the results were procasp3 activ -3.4, LAP4 TOR yeast 109.6, proCasp7 act -3.5, MEP2 TOR yeast 104.2, CIT2 TOR yeast 93.0, AGP1-GFP MLPCN 98.9, RPL19A-GFP yeast 101.0 and AHR act 14.6.
O=C(CN(Cc1ccc(F)cc1)C(=O)c1csnn1)NC1CCCC1 was read as procasp3 activ -16.2, LAP4 TOR yeast 86.8, proCasp7 act -7.8, MEP2 TOR yeast 94.0, CIT2 TOR yeast 105.8, AGP1-GFP MLPCN 100.1, RPL19A-GFP yeast 97.7 and AHR act -0.1.
COC(=O)c1c(C(=O)OC)c2ccncn2c1Cl was read as procasp3 activ 9.9, LAP4 TOR yeast 96.0, proCasp7 act 5.6, MEP2 TOR yeast 103.6, CIT2 TOR yeast 98.3, AGP1-GFP MLPCN 102.0 and AHR act 74.0*.
Screening O=C(/C=C/c1ccc2c(c1)OCO2)NCCSCc1c(Cl)cccc1Cl returned procasp3 activ -0.2, LAP4 TOR yeast 111.4, proCasp7 act 4.5, MEP2 TOR yeast 96.8, CIT2 TOR yeast 100.1, AGP1-GFP MLPCN 103.7, RPL19A-GFP yeast 106.9 and AHR act 18.0.

Quoted at random: two records from the list, in no set order.
O=C(CN(Cc1ccc(F)cc1)C(=O)c1csnn1)NC1CCCC1 was read as procasp3 activ -16.2, LAP4 TOR yeast 86.8, proCasp7 act -7.8, MEP2 TOR yeast 94.0, CIT2 TOR yeast 105.8, AGP1-GFP MLPCN 100.1, RPL19A-GFP yeast 97.7 and AHR act -0.1.
Screening O=C(NCc1ccco1)c1ccc2c(=O)n(CCC3=CCCCC3)c(=O)[nH]c2c1 returned procasp3 activ 7.2, LAP4 TOR yeast 95.2, proCasp7 act -5.8, MEP2 TOR yeast 94.6, CIT2 TOR yeast 87.5, AGP1-GFP MLPCN 92.5, RPL19A-GFP yeast 98.2 and AHR act 0.9.

Outcome played no part in choosing rows. Share with any hit: about 3.5%.
